# GLS inh: blocks human kidney-isoform glutaminase activity; actives 0.21% (n = 410,000); Potency, µM (titrated, usually from 45.5 µM), for inactives: top-dose activity change, negative = inhibition, usual class: inhibitors; GLS enzymatic activity, qHTS titration; AID 624170; O94925; note: potency is the fitted concentration of half-maximal effect; % is set by controls: 0 for no effect and ±100 for the full control effect
#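 hKGA in 45 mM KH2PO4 (pH 8.2), 0.02% Tween-20 with compound, then 1mM L-Glutamine (stock as added) plus glutamate oxidase/HRP/Amplex red coupling mix. Fluorescence read initially and after 30 min at RT; signal change reflects glutamate formation.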
# PI4K2A inh: PI4K2A (human) kinase inhibition | Q9BTU6 | purified PI4K2A, ADP-Glo luminescence, 1 h; hits give low values | activity change, negative = inhibition, % at 76.9 µM | actives 0.13% (n = 420,000); in the data active = activity change below about -50%; inconclusive = mostly about -30% to -49%;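 note: -100% = wells without enzyme as full effect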
# Target sequence (Q9BTU6 whole entry, looked up): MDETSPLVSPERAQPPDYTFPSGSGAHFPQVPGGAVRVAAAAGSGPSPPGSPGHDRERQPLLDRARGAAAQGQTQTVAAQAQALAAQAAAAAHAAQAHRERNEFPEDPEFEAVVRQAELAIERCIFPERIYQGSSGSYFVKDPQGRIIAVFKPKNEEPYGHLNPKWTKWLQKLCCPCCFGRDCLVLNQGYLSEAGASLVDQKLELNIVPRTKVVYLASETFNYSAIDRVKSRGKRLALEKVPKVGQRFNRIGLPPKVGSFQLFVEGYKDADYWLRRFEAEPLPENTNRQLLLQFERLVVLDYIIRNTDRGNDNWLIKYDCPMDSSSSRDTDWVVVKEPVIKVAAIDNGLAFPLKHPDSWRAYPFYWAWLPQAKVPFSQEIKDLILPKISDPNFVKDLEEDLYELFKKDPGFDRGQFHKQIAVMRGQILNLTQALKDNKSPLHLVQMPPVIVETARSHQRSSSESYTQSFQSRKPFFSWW
#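 ADP-Glo luminescence measured ADP generated by PI4K2A enzyme (4 ug/mL before mixing) with 1.2 mM PI substrate (pre-mix) and 300 microM ATP (pre-mix). Tris pH7.5 buffer with MgCl2, Triton X-100; 1 h reaction at ambient temperature.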
# Pin1 inhibitor: human Pin1 inhibition; Q13526; Pin1 FP peptide displacement, HiFluor488, 10 min; Potency, µM (highest dose often 115 µM), inactives show at the highest dose activity, negative = inhibition, most hits filed as inhibitors; AID 504891; actives 0.009% (n = 390,000); active = well fitted inhibition curve with a large enough effect in the polarisation, with a control signal flat, not every such curve was filed as active; inconclusive = small, poorly fitted or top-dose-only effect, or effect the other way, or a change in a side signal; inactive = no such curve, though single readings can be large or run the other way; the % refers to the polarisation; note: potency is the fitted concentration of half-maximal effect; % is set by controls: 0 for no effect and ±100 for the full control effect
# BAZ2B inh: blocks human BAZ2B; AlphaScreen BAZ2B-H3K14Ac peptide displacement; Potency, µM (titrated, usually from 114 µM), without a hit: at the highest dose activity change, negative = inhibition, hits mostly inhibitors; actives 4.4% (n = 360,000); AID 504333; note: potency is the fitted concentration of half-maximal effect; % is set by controls: 0 for no effect and ±100 for the full control effect; nearly all actives have a fitted effect of over 60% in size
#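 BAZ2B 50 nM plus b-H3(5-23)K14Ac 50 nM, PBS pH 7.4/0.01% Tween-20, 30 min RT; compound added (max 110 uM), 30 min RT; streptavidin donor/Ni-chelate acceptor beads 10 ug/mL final, 20 min dark; AlphaScreen read.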
# HP1b binding inh: blocks HP1-beta chromodomain binding to methylated histone tails. actives 0.56% (n = 390,000). Potency, µM (doses to about 114 µM), for the others: top-dose activity change, negative = inhibition, most hits filed as inhibitors. AlphaScreen HP1-beta / biotin-H3K9me3 peptide binding. P83916; note: potency is the fitted concentration of half-maximal effect; nearly all actives have a fitted effect of over 70% in size; inactives centre near 23
# Target sequence (P83916 whole entry, looked up): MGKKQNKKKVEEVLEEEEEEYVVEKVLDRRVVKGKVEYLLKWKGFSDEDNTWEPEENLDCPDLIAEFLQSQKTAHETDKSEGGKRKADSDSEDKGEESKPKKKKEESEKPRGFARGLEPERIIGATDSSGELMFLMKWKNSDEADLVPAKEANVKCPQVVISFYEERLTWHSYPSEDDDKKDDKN
#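 HP1-beta protein (50 nM final) preincubated 30 min at room temperature with biotinylated H3(1-18)K9me3 peptide (50 nM) in PBS pH 7.4, 0.01% Tween-20, then compound added for 30 min. AlphaScreen streptavidin donor/nickel chelate acceptor beads (10 ug/mL final), 30 min dark, luminescence read.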
# JMJD2A Tudor: blocks the human JMJD2A Tudor domain; O75164; AlphaScreen JMJD2A-Tudor / H3K4me3 peptide binding; Potency, µM (titrated, usually from 114 µM), inactives show at the top dose activity change, negative = inhibition, most hits filed as inhibitors; actives 4.4% (n = 390,000); AID 504339; note: potency is the fitted concentration of half-maximal effect; % is set by controls: 0 for no effect and ±100 for the full control effect; nearly all actives have a fitted effect of over 50% in size
# Tb PGK inh: inhibitors of T. brucei phosphoglycerate kinase. P07378. PGK/GAPDH coupled, Kinase-Glo luminescence, 60 min. Potency, µM (titrated, usually from 57.5 µM), for inactives: top-dose activity change, negative = inhibition, usual class: inhibitors. actives 0.043% (n = 380,000). AID 602233; note: potency is the fitted concentration of half-maximal effect; % is set by controls: 0 for no effect and ±100 for the full control effect; nearly all actives have a fitted effect of over 60% in size
# Target sequence (P07378 whole entry, looked up): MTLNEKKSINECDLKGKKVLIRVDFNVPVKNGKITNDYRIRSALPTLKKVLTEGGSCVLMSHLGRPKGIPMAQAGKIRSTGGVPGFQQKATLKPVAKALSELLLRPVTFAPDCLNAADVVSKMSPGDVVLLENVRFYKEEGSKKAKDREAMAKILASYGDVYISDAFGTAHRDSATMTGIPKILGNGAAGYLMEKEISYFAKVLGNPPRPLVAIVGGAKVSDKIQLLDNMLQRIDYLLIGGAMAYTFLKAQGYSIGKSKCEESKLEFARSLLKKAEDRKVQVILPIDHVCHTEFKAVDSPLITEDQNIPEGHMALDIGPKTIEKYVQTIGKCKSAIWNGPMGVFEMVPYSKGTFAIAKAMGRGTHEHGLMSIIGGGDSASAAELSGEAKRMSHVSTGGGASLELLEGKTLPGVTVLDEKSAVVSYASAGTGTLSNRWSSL
#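 Luminescent ATP detection (Kinase-Glo Plus) follows a 60-minute room-temperature incubation, with wells lacking PGK as controls. Buffer: 100 mM TEA (pH 7.6), 5 mM MgCl2, 0.01% Tween-20. Coupling enzyme GAPDH (100 nM final) supplies unstable 1,3-BPG in-well.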
# POLH inh: blocks human DNA polymerase eta activity; Q9Y253; Potency, µM (top dose mostly 114 µM), for inactives: at the highest dose activity change, negative = inhibition, hits mostly inhibitors; recombinant Pol eta, fluorescent DNA replication assay; actives 1.2% (n = 390,000); AID 588591; note: potency is the fitted concentration of half-maximal effect; % is set by controls: 0 for no effect and ±100 for the full control effect
#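 Pol eta (10 nM) was preincubated with compounds for 15 min at room temperature, after which fluorescent replication substrate (50 nM final) was added to start the reaction. Fluorescence was read kinetically at 0 and 10 min.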
# G9a inh: blocks human histone lysine methyltransferase G9a; AID 504332; G9a H3K9 monomethylation, AlphaScreen, 2 h; Potency, µM (titrated, usually from 102 µM), for inactives: top-dose activity, negative = inhibition, hits mostly inhibitors; actives 8.8% (n = 350,000); Q96KQ7; note: potency is the fitted concentration of half-maximal effect; % is set by controls: 0 for no effect and ±100 for the full control effect; nearly all actives have a fitted effect of over 75% in size
#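 G9a (20 nM) preincubated 15 min RT with compounds, then 500 nM biotinylated H3K9 peptide and 20 uM SAM added; 2 h RT reaction. Monomethyl-H3K9 product detected by AlphaScreen with anti-H3K9me1 antibody, streptavidin donor and anti-rabbit IgG acceptor beads.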
# Active calls of the source: *; i = inactive; ? = inconclusive; nt = not tested or not shown; & = joins results of further samples; [ ] = remark or other dose. Unless noted, calls come from the whole dose curve; as a rule, active = well fitted curve in the direction sought with a large enough effect; inconclusive = small, poorly fitted or top-dose-only effect, or another doubt; inactive = no such curve, though single readings can be large; an effect the other way counts as inactive or inconclusive. A portion of the library, so the mix of outcomes need not match the whole.
SMILES,GLS inh,PI4K2A inh,Pin1 inhibitor,BAZ2B inh,HP1b binding inh,JMJD2A Tudor,Tb PGK inh,POLH inh,G9a inh
Cc1ccc(C(=O)NC2CC3CCC(C2)N3)cc1 (stereo not drawn),0%,3,-6%,-1%,23%,-10%,-5%,-8%,-1%
C[N+]1(CC2COC(c3ccco3)O2)CCCCC1 (stereo not drawn),0%,-10,7%,-6%,?,?,-2%,12%,-12%[59 µM]
Cc1cc(C)n2nc(SCC(=O)N3CCC4(CC3)OCCO4)nc2n1,1%,6,-2%,-2%,6%,-13%,-7%,-9%,15%[2.33 µM]
Cc1cc(OCC(=O)NCc2ccncc2)c2c3c(c(=O)oc2c1)CCC3,0%,3,0%,-7%,31%,-20%,1%,1%,32%
Cc1cccc(N=C2c3cc([N+](=O)[O-])ccc3-c3c2cc([N+](=O)[O-])cc3[N+](=O)[O-])c1,5%,5,-1%,nt,2.8µM*,3.5µM*,0%,-2%,nt
CCC(=Nc1ccc2c(c1)CCC2)c1c(O)n(C2CCCCC2)c(=O)[nH]c1=O,-1%,-2,5%,-1%,31%[activator],-18%,-8%,-6%,9%[59 µM]
c1ccc(CCNCc2ccccc2)cc1,25%,0,-9%,3%,15%,-9%,3%,-12%,6%
CN1CCC(N(C)c2nc(-c3ccc([N+](=O)[O-])cc3)nc3ccccc23)CC1,-2%,-7,10%,-36%,-17%,?,i,-23%,?
COC(=O)C1=C(C(=O)OC)C2OC1c1cc3ccccc3cc12,13%,14,-4%,nt,1%,89µM*,-1%,-16%,nt
COC(=O)C1=C(c2ccc(OCc3ccccc3)cc2)C[C@@H]2CC[C@H]1N2C(=O)NCc1ccc(OC)c(OC)c1,2%,2,9%,7%,7%,-36%,0%,-17%,19%[0.501 µM]
CCCCCn1c(Sc2ccccc2)nc2c1c(=O)[nH]c(=O)n2C,22%,-4,-11%,-6%,-14%,?,4%,-12%,-8%[59 µM]
COc1ccccc1/C=C1\C(=O)NC(=S)N(c2ccccc2)C1=O,-11%,-1,3%,-24%,26%,28µM*,-2%,-19%,28µM*
CC(C)c1ccc(CNC(=O)c2ccc(N3CCCC3)c(NC(=O)NCc3ccccc3)c2)cc1,17%,2,6%,?,12%,-23%,6%,-21%,-2%[59 µM]
C/C(=C\C(=O)c1ccc(Br)cc1)NCc1ccccc1,3%,-4,1%,31%,63%[activator],13%,-5%,-16%,22%
O=c1[nH]c(=S)n(C2CC2)c(O)c1C=Nc1ccc2c(c1)OCO2,-1%,-3,5%,3%,32%,-12%,-1%,0%,71µM*
CN1C(=O)C(=Cc2sc(=O)n(-c3ccccc3)c2N2CCCCC2)C(=O)N(C)C1=O,-4%,-2,?,?,23%,-18%,-1%,-4%,50µM*
COc1cc(/C=N/n2cnnc2)ccc1OC(=O)N(C)C,4%,-1,6%,-18%,15%,-31%,-3%,10%,5%[12.7 µM]
CNC(=O)Nc1ccc(C(O)(C(=O)OC)C(F)(F)F)cc1 (stereo not drawn),-2%,1,-3%,-15%,22%,9%,-8%,-17%,5%
NC1=Nc2ccccc2Oc2ccccc21,4%,14,-2%,-22%,-4%,-18%,-9%,-14%,3%
Cc1ccc(C(c2nnnn2Cc2ccccc2)N2CC=C(c3ccc(F)cc3)CC2)cc1 (stereo not drawn),0%,0,5%,-25%,16%,-2%,-9%,-13%,66%[activator][59 µM]
Cc1cccc(-n2c(CC3C(=O)Nc4ccc(C)cc43)nc3ccccc3c2=O)c1 (stereo not drawn),7%,-3,?,-31%,11%,-31%,nt,nt,?
COc1ccc(C(=O)CN2CCOCC2)cc1F,9%,9,?,-12%,34%,-31%,-1%,1%,28µM*
CN1CCN(c2ccc(N)cc2)CC1,43%[activator],-9,0%,?,-11%,?,-14%,-28%,13µM*
COC(=O)C1=C(c2ccc(S(C)(=O)=O)cc2)C[C@@H]2CC[C@H]1N2C(=O)NCc1ccc(C(F)(F)F)cc1,3%,0,-7%,nt,25%,-15%,-4%,-10%,nt
O=C(Nc1ccc(C(F)(F)F)cc1)c1cccn(Cc2ccc3c(c2)OC(F)(F)O3)c1=O,9%,1,-2%,9%,13%,2%,-3%,-5%,55%[activator]
# Other records:
SMILES,GLS inh,PI4K2A inh,Pin1 inhibitor,BAZ2B inh,HP1b binding inh,JMJD2A Tudor,Tb PGK inh,POLH inh,G9a inh
CCCCCc1nc2ccccc2c(=O)n1-c1ccc(C)cc1,5%,-2,-2%,0%,35%,17%,-1%,-16%,0%[59 µM]
CCN(CC)CCOC(=O)c1cc2cc(COC)ccc2o1,3%,-12,-1%,3%,-2%,56µM*,i,-16%,18µM*
Cc1nc2c(c(=O)[nH]1)C(c1ccc([N+](=O)[O-])cc1)c1c(c3ccccc3oc1=O)O2 (stereo not drawn),-1%,-2,4%,-3%,43%[activator],-10%,0%,9%,?
O=C(c1cc([N+](=O)[O-])ccc1N1CCNCC1)N1CCOCC1,1%,-2,0%,8%,32%,-3%,-2%,-17%,16%[59 µM]
O=C(Nc1cccc(Cl)c1)OCC#CCN1CCCC1,3%,4,-3%,nt,34%,-15%,-7%,-24%,nt
CCOP(=S)(NN(Cc1ccccc1)C(=O)c1ccccc1)OCC,0%,3,-11%,-5%,53%[activator],8%,-2%,-26%,-49%[59 µM]
CCOC(=O)c1ccc(N=C(CC)c2c(O)n(C)c(=O)n(C)c2=O)cc1,0%,-5,0%,-38%,1%,?,-1%,-3%,?
O=C(Cn1ncc2c3ccccc3n(Cc3cccc(Cl)c3)c2c1=O)N1CCC2(CC1)OCCO2,4%,14,?,?,-13%,?,-1%,?,12%[59 µM]
CCOP(=O)(OCC)/C(=N/OC(=O)c1ccccc1C)C(N)=O,16%,6,-5%,3%,47%[activator],-9%,i,-2%,-14%[59 µM]
Cc1ccc(CN2CCCN(Cc3ccc(Cl)cc3)S2(=O)=O)cc1,2%,0,0%,56%[activator],80%[activator],81%[activator],-2%,-13%,93%[activator]
Cc1[nH]nc2c1C1(CCC3(CC1)OCCO3)C(C#N)=C(N)O2,36%[activator],2,-1%,-11%,37%,-15%,-3%,-2%,-3%[59 µM]
O=c1c2ccccc2nc(/C=C/c2ccc(O)c(O)c2)n1-c1ccccc1,?,-3,68%[activator],?,-15%,-34%,-1%,18µM*,7.9µM*
O=C1CN(O)C(c2ccccc2Cl)=c2cc(Br)ccc2=N1,0%,-2,-1%,3%,31%,-7%,2%,-6%,14%
CCC(C)(C)NC(=O)C(NS(=O)(=O)c1cccs1)c1ccccc1 (stereo not drawn),7%&-17%,-3&3,8%&10%,5%&3%,28%,-5%,-2%,4%&-2%,-9%
O=C1NC(=O)N(Cc2cccs2)C(=O)/C1=C/c1ccc(N2CCOCC2)cc1,8%,-5,21%,?,24%,-34%,10%,4%,?
Cc1cccc(C)c1NC(=O)CN(C)CC(=O)Nc1ccc(C#N)c(Cl)c1,10%,-1,8%,-3%,67%[activator],-2%,-14%,-6%,-4%[59 µM]
CCOc1ccc2nc(N=Nc3c(O)[nH]c(=S)[nH]c3=O)sc2c1,?,-3,-13%,22µM*,?,?,-13%,?,35µM*
c1ccc(Nc2ccc3ccccc3c2)cc1,9%,2,-2%,nt,52%[activator],10%,i,-5%,nt
COc1cc(C(=O)NCCSc2c(-c3ccccc3)[nH]c3ccccc23)cc(OC)c1OC,1%,-1,36%[activator],-24%,5%,?,-3%,-16%,-7%[59 µM]
COC(=O)N(c1ccccc1)P(=O)(Oc1ccccc1)Oc1ccccc1,-9%,6,1%,6%,37%,10%,4%,-10%,21%
CN1CCN(/N=C/c2c[nH]c3ccccc23)CC1,?,2,9%,-15%,4%,-6%,-15%,-23%,-6%
COc1cccc(/C=C/c2nc3ccccc3c(=O)n2-c2ccc(Cl)cc2)c1OC,-5%,0,-6%,2%,30%,-16%,8%,-16%,6%[59 µM]
CCCNc1oc(-c2cccc3ccccc23)nc1C#N,-2%,-3,2%,3%,16%,1%,i,-10%,3%[12.7 µM]

# Quoted at random: 2 records from the list.
SMILES,GLS inh,PI4K2A inh,Pin1 inhibitor,BAZ2B inh,HP1b binding inh,JMJD2A Tudor,Tb PGK inh,POLH inh,G9a inh
Cc1ccc(CN2CCCN(Cc3ccc(Cl)cc3)S2(=O)=O)cc1,2%,0,0%,56%[activator],80%[activator],81%[activator],-2%,-13%,93%[activator]
CN1CCN(/N=C/c2c[nH]c3ccccc23)CC1,?,2,9%,-15%,4%,-6%,-15%,-23%,-6%

# Individual results from above.
# G9a inh with CCN(CC)CCOC(=O)c1cc2cc(COC)ccc2o1 reads 18µM*
# GLS inh with Cc1[nH]nc2c1C1(CCC3(CC1)OCCO3)C(C#N)=C(N)O2 reads 36%[activator]
# GLS inh with O=C(c1cc([N+](=O)[O-])ccc1N1CCNCC1)N1CCOCC1 reads 1%

# Some entries already given with just POLH inh, Tb PGK inh and G9a inh.
Molecule	POLH inh	Tb PGK inh	G9a inh
CCCNc1oc(-c2cccc3ccccc23)nc1C#N	-10%	i	3%[12.7 µM]
COc1cccc(/C=C/c2nc3ccccc3c(=O)n2-c2ccc(Cl)cc2)c1OC	-16%	8%	6%[59 µM]
Cc1[nH]nc2c1C1(CCC3(CC1)OCCO3)C(C#N)=C(N)O2	-2%	-3%	-3%[59 µM]
O=C1NC(=O)N(Cc2cccs2)C(=O)/C1=C/c1ccc(N2CCOCC2)cc1	4%	10%	?
Cc1nc2c(c(=O)[nH]1)C(c1ccc([N+](=O)[O-])cc1)c1c(c3ccccc3oc1=O)O2 (stereo not drawn)	9%	0%	?

# From PubChem BioAssay
